Compound activity: PubChem, several laboratories
dFosB activator: activators of mouse delta FosB homodimer; P13346; purified delta FosB, TAMRA-CDK5 oligo fluorescence polarization; percent of positive-control signal above neutral wells; activation, % at 25 µM; 0.99% of 340,000 active;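 active means mean activation above about 17%, with every replicate also reaching it, limit read from the data, passing the limit was not always enough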;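 further: fluorescence polarization rise as delta FosB binds a TAMRA Cdk5 AP-1 oligo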
MITF TRPM1 HTS: MITF TRPM1 promoter activation in melanoma cells; activation, % at 12.5 µM; SK-MEL-5 TRPM1-promoter luciferase, 24 h; % of positive control, neutral wells = 0; 0.75% of 300,000 active; AID 588334;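 active means mean activation of at least 80% with every replicate also reaching 80%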;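 further: 0% = neutral control wells and 100% = parthenolide positive control wells; values of inactives mirror those of a sister screen read the other way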
SR-BI DiI inh: mouse SR-BI HDL lipid transfer inhibition; Q61009; ldlA[mSR-BI] CHO cells, DiI-HDL uptake fluorescence, 3 h; inhibition, % at 12.5 µM; 0.96% of 320,000 active; AID 488896;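 active means mean replicate inhibition of at least 70% and a set share of replicates each scoring 70 or more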;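 further: 0% = median of neutral control wells and 100% = median of positive control wells; values of inactives mirror those of a sister screen read the other way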
Arr AP2 block: human beta-arrestin and AP2 interaction inhibition; 0.31% of 340,000 active; inhibition, % at 10 µM; FITC-arrestin peptide / GST-AP2 beads, flow cytometry; AP2 beta2 appendage carries R879A mutation;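 active means inhibition above a set limit, near 3 SD of compounds lacking own fluorescence, cut at about 54% in these data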;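 further: plate controls were DMSO wells for no effect and 5 µM unlabelled arrestin peptide for full effect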
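Material – GST-tagged AP2 beta2-adaptin appendage (R879A) on 4 µm glutathione beads · Probe or stimulus – fluorescein-tagged arrestin peptide at 50 nM final · Timing – 12 min plus 1 h, RT · Detection – bead flow cytometry, FITC channel · Read-out basis – inhibition as reduced fluorescein signal on beads, percent · Medium – PBS plus Tween 20 (0.05%) and BSA (0.1%)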
PKA-R1A activ: PKA-R1A complex activation; AID 504707; PKA-R1A dissociation, Cy5-IP20 fluorescence polarization; scaled: DMSO 0%, 113 µM cGMP 100%; activation, % at 11.4 µM; P00514+P68181; 0.083% of 340,000 active;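 active means percent activation above the mean of all tested compounds plus 3 SD, cut at about 19% in these data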;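 further: higher means more PKAc released from R1A so a rise in polarization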
CDK5 p35 inh: CDK5/p35 (human) kinase inhibition. Recombinant CDK5/p35, ADP-Glo luminescence, 60 min. inhibition, % at 10 µM. 0.01% of 330,000 active. AID 488839;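 active means highest replicate inhibition of at least 50% and at least 75% of replicates reaching 50%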;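 further: plate controls were DMSO neutral control for no effect and GW8510 at 10 µM for full effect; many of its hits are not listed in these tables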
Target sequence (Q00535 whole entry, looked up): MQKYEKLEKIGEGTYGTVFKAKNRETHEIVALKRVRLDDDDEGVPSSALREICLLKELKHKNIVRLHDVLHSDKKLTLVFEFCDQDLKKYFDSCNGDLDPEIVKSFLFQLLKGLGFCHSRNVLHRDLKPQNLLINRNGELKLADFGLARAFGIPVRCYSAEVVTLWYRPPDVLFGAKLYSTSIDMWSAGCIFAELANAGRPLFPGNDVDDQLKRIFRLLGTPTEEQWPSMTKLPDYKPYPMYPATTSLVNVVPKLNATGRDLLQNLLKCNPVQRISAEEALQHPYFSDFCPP
Target sequence (Q15078 whole entry, looked up): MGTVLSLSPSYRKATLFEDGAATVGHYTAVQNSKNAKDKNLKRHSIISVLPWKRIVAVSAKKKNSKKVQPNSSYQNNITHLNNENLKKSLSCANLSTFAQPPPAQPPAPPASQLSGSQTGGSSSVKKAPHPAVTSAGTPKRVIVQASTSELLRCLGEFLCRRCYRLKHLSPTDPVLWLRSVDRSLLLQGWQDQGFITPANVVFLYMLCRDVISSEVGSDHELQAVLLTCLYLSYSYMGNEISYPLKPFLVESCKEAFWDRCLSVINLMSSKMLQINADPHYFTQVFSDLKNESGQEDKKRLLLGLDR
NSD2 inh: NSD2 (human) methyltransferase inhibition; O96028; NSD2 peptide methylation, AlphaScreen, 120 min; inhibition, % at 12.5 µM; 0.54% of 310,000 active; AID 743445; in the data active means inhibition above about 50%
Pemphigus Ab inh: human desmoglein-3 autoantibody binding inhibition; binding (percent of control), % at 10 µM; P32926; 0.48% of 310,000 active; AID 588358; DSG3-coupled beads, scFv-anti-DSG3-GFP binding, flow cytometry; active compounds read low;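 active means binding more than 3 SD below its plate's average and above zero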;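 further: hits lower antibody fragment binding to DSG3; some compounds called inactive have numbers as strong as hits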
SR-BI DiI-HDL act: enhances SR-BI lipid uptake from DiI-HDL | CHO ldlA[mSR-BI] cells, DiI-HDL uptake fluorescence, 3 h; 100 = double the neutral-control signal | activation, % at 12.5 µM | 0.096% of 320,000 active;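 active means mean replicate activation of at least 60% and every replicate at or above 60%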;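 further: 0% = median plate neutral-control signal and 100% = twice that signal; values of inactives mirror those of a sister screen read the other way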
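System: CHO ldlA[mSR-BI] cells / Medium: HEPES-buffered (25 mM, pH 7.4) F12 plus 0.5% BSA / Probe or stimulus: labelled HDL, 10 µg/mL / Doses: single compound concentration, delivered by pin transfer / Schedule: 3 h, 37 °C / Measured by: DiI fluorescence, bottom read / Measure: cell-associated DiI fluorescence as measure of HDL uptake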
SUMO Mot1 rescue: SUMOylation pathway inhibition by Mot1-301 growth rescue | S. cerevisiae Mot1-301 growth rescue, ATP luminescence, 38.5C; percent above DMSO median, 100 means doubled | 1% of 320,000 active | AID 2716 | growth rescue, % at 18.8 µM;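 active means every valid replicate shows activation above 250% relative to neutral control wells; inactive means the rest, any valid replicate at or below 250%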;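 further: OY570 slx delta 5 strain wells were the positive control but not used for scaling; some compounds called inactive have numbers as strong as hits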
PKA-R2B act: PKA-R2B complex activation; P22694+P31323; PKA-R2B holoenzyme dissociation, Cy5-IP20 fluorescence polarization; R2B truncated from residue 108, S112A mutant; 0% DMSO only, 100% 113 µM cGMP; activation, % at 11.4 µM; 0.079% of 340,000 active; AID 504700;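 active means activation above a cutoff set at the mean over all compounds plus 3 SD, cut at about 18% in these data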;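 further: higher means more holoenzyme dissociation and a rise in polarization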
Target sequence (P31323 whole entry, looked up, other chains not shown, the tested form may be a part): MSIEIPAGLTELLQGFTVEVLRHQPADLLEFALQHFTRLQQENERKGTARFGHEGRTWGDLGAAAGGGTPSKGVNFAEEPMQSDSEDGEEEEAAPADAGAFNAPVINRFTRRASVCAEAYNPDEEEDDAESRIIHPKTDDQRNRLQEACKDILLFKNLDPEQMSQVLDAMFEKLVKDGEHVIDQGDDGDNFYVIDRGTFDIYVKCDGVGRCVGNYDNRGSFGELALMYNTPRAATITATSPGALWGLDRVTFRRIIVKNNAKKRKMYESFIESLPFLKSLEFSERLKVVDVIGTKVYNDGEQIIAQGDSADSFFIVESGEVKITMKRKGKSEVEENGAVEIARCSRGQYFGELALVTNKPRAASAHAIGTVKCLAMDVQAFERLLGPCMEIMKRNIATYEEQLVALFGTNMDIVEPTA
* marks the source's active call; other numbers are inactive results; · = no result given.

Fields – dFosB activator, MITF TRPM1 HTS, SR-BI DiI inh, Arr AP2 block, PKA-R1A activ, CDK5 p35 inh, NSD2 inh, Pemphigus Ab inh, SR-BI DiI-HDL act, SUMO Mot1 rescue, PKA-R2B act
COc1ccccc1Cn1c(=S)[nH]c2cc(C(=O)N3CCN(C)CC3)ccc2c1=O
  -2.4, -4.9, 1.8, -3.5, -5.5, -3.2, ·, 94.5, -1.8, -10.7, -12.0
Cc1cc(C)cc(NC(=O)CCc2c(C)nn(-c3ccc(N4CCOCC4)nn3)c2C)c1
  -5.4, 35.0, 48.0, -2.6, 7.7, 1.0, -6.4, 108.8, -48.0, -0.5, -4.3
Cc1ccc(OCC(=O)N/N=C2/SCC(=O)N2Cc2ccccc2)cc1
  -1.4, 0.9, -9.6, 53.0, -7.7, -0.2, ·, 102.7, 9.6, -0.5, -4.7
Cc1c(NC(=O)c2ccc3c(c2)C(=O)N(Cc2ccco2)C3=O)cccc1C(=O)O
  1.6, -3.4, -13.3, 9.2, -10.9, 1.0, 1.7, 102.3, 13.3, -3.7, 11.8
O=c1oc2ccccc2c(O)c1/C=N/c1ccccn1
  3.1, -12.2, -22.3, -6.2, -14.5, 0.4, -2.1, 98.5, 22.3, ·, -0.8
C=CCn1c(=NC(=O)CN2C(=O)CCC2=O)sc2cc(S(N)(=O)=O)ccc21
  -0.8, -1.8, 8.3, 16.6, -1.4, -0.6, -3.2, 99.1, -8.3, -16.3, -8.2
CC(=O)N1CCN(C(=O)c2ccc(NS(=O)(=O)c3ccc4c(c3)OCCO4)cc2)CC1
  -2.2, -2.4, -15.5, -2.8, -0.1, -3.4, -1.8, 121.7, 15.5, -3.3, -0.2
COc1ccc(C(C(=O)NC2CCCCC2)N(C(=O)c2sc(C)nc2C)c2ccc(C(C)=O)cc2)cc1 (stereo not drawn)
  -0.8, -2.7, -8.5, 2.8, 4.3, 1.6, 0.5, 110.5, 8.5, -9.2, 0.7
O=C(Nc1ncccc1O)c1ccc(S(=O)(=O)N2CCCCCC2)cc1
  -1.9, 10.7, -7.4, -4.3, -12.5, -0.9, 2.5, 104.0, 7.4, -1.6, -10.9
CC1(C)Cc2c(sc3nc(-c4ccccc4)oc(=O)c23)CO1
  2.6, 28.8, 5.1, -3.2, 0.5, 0.8, -3.2, 98.0, -5.1, -15.1, 8.4
O=C(COC(=O)CNC(=O)c1ccccc1F)Nc1ccc2[nH]c(=O)[nH]c2c1
  6.9, -3.4, -17.7, -2.4, -13.9, -0.9, -1.1, 83.2, 17.7, 9.9, -11.2
COCCNC(=O)C(=O)N/N=C(\C)CC(=O)Nc1ccc2c(c1)OCO2
  5.2, -4.0, -17.7, 1.9, 2.0, -1.1, -6.5, 95.7, 17.7, -6.7, -1.6
Cc1cccc(OCCn2c(S(=O)(=O)O)nc3ccccc32)c1
  -1.8, -3.2, -22.6, -3.9, -5.2, -0.2, -5.7, 98.5, 22.6, 86.9, 0.4
COc1ccccc1Nc1c2c(nc3ccccc13)CCC2
  -8.0, -27.8, 19.8, -0.9, 2.5, -1.8, -3.0, 107.4, -19.8, 3.8, 7.3
COC(=O)c1ccc(CSc2nnc(C)n2N)o1
  0.0, 6.6, -5.2, 6.7, -5.1, -2.0, -4.1, 98.6, 5.2, 3.6, 5.0
COc1cccc(N2CC(NS(=O)(=O)c3cccs3)CC2=O)c1 (stereo not drawn)
  0.2, 6.9, 2.1, 0.6, -8.8, -3.7, -0.4, 99.2, -2.1, -17.6, -7.2
O=C(CCNC(=O)c1ccco1)NCc1ccccc1
  1.4, -6.9, -49.6, -4.4, -0.3, 2.7, -0.7, 110.0, 49.6, 740.7, -0.7
Cc1cc(NC(=O)CSC2=Nc3ccccc3C3=NC(Cc4ccccc4)C(=O)N23)n[nH]1 (stereo not drawn)
  -16.7, ·, 8.8, -10.4, -4.6, 0.6, 0.3, ·, -8.8, 7.2, 0.3
CCN(Cc1ccccc1)C(=O)c1cc(COc2c(F)cccc2F)on1
  -7.7, 20.1, -7.0, -12.5, -0.2, 0.3, ·, 95.7, 7.0, -10.8, -5.0
CC(C)(C)C1CCc2onc(C(=O)N3CCOCC3)c2C1 (stereo not drawn)
  -2.6, 14.3, -16.2, 2.0, 3.2, -0.8, 1.8, 101.1, 16.2, 7.6, 7.2
CC(=O)C[C@H](O)CC(=O)[C@H]1OC(=O)CC/C=C\Cc2ccccc21
  -3.6, -0.1, 6.7, -5.5, -10.7, -1.8, ·, 101.5, -6.7, 11.4, -5.0
COc1nc(OC)nc(N2CCC(C(=O)NC3CCCCCC3)CC2)n1
  1.1, ·, -2.0, -3.8, -6.1, -1.5, -0.4, ·, 2.0, 382.1*, -7.0
CCn1c2ccccc2c2cc(NC(=O)c3cc(OC)c(OC)c(OC)c3)ccc21
  1.8, -58.0, 62.1, 3.2, 4.5, 0.1, -2.5, 99.1, -62.1, 3.5, -6.0
COC(=O)c1ccc(NC(=O)c2ccccc2C(=O)Nc2ccc(C(=O)OC)cc2)cc1
  -6.8, 8.5, 18.4, 13.3, 12.1, -0.4, -0.6, 100.5, -18.4, 12.6, 2.1
CCC(=O)Nc1cc(C(=O)O)ccc1Sc1ccc(C)cc1
  7.3, -14.8, -12.1, -15.4, 7.4, -2.9, 4.4, 99.5, 12.1, 2.4, 8.8
O=C(C1CCC(=O)N(C2CCCC2)C1)N1CCC(Oc2ccccc2Cl)CC1 (stereo not drawn)
  -14.3, 4.0, -3.2, -12.7, -1.3, -1.4, -0.6, 104.6, 3.2, -5.8, -2.7
O=S1(=O)NC(=NCCc2ccccn2)c2ccccc21
  0.0, -4.5, -16.8, 8.8, -7.6, -0.8, -0.4, 104.1, 16.8, 1.3, -7.0
Cc1cc2cc(CNC(=S)Nc3ccc(OC(F)F)cc3)ccc2n1C
  -15.3, 6.7, 4.7, 15.6, -8.5, 0.5, ·, 62.5*, -4.7, 215.7, 3.8
CCC(=O)Nc1ccc(-c2ccc(N3CCC(C)CC3)nn2)cc1
  -1.2, 88.5*, 31.3, -7.0, -7.7, ·, 1.0, 106.5, -31.3, 11.3, 2.2
Cc1ccc(S(=O)(=O)N(CC(=O)NCc2ccc(F)cc2)C(=O)N2CCN(C)CC2)cc1
  -0.1, 2.3, -5.7, 34.4, 4.9, 2.1, 2.0, 97.3, 5.7, 163.3, 5.3
CCOC(=O)C1CCN(C(=O)CC(C)c2ccccc2)CC1 (stereo not drawn)
  -14.4, -2.5, -5.2, 1.9, -3.6, -0.9, -2.3, 108.3, 5.2, 5.0, -5.9
COc1cccc(C2CC3(CC(C)(C)NC(=S)N3)Oc3cc(O)ccc32)c1 (stereo not drawn)
  -5.1, -12.0, 16.5, -7.8, -2.5, 0.3, 2.1, 85.2, -16.5, 176.5, 0.7
COc1cc(C(=S)N2CCCC2)cc(Cl)c1O
  2.7, 18.3, -1.1, 23.0, 7.0, 0.8, -1.3, 88.7, 1.1, 1.3, 5.9
O=C(CCn1ccc2ccccc21)NC1CCCc2ccccc21 (stereo not drawn)
  -3.7, -11.5, 38.1, 10.7, -12.6, -0.3, -0.4, 111.9, -38.1, -14.9, 6.3
Cc1nnc(OC(C)C)c2nn(-c3ccccc3F)c(C)c12
  -3.4, -9.5, -18.3, 6.1, -11.8, 0.3, -0.9, 107.7, 18.3, -13.3, -2.7
COc1cccc(/C=C/C(=O)OCC(=O)N2c3ccccc3NC(=O)C2(C)C)c1
  0.0, -7.4, 3.7, 2.3, -8.2, 2.0, 1.7, 98.2, -3.7, 3.7, -2.6
FC(F)(F)c1cnc(NNC(=S)Nc2cccnc2)c(Cl)c1
  -1.7, -22.0, -1.4, 44.0, -1.0, 1.3, -0.3, 98.7, 1.4, 8.2, -10.8
Cc1ccc(NCC(=O)N/N=C/c2ccc(C(=O)O)cc2)cc1
  2.5, -2.1, ·, 4.0, 5.2, -2.5, 1.3, 101.8, ·, 16.6, -3.8
O=[N+]([O-])c1cc(C(F)(F)F)ccc1N1CCN(S(=O)(=O)c2ccc3c(c2)CCCC3)CC1
  -1.7, -14.1, -12.1, -7.7, 3.4, 1.7, -0.4, 83.0, 12.1, -9.6, -2.7
O=C(CSc1ccc(Br)c2cccc(Cl)c12)Nc1ccc(S(=O)(=O)Nc2nccs2)cc1
  -7.5, 4.7, 3.5, 45.4, -10.2, -1.3, 24.6, 100.3, -3.5, 6.8, -4.5
COc1cccc(OC)c1C(=O)N1CCN(Cc2ccncc2)CC1
  2.6, -1.5, -20.8, -2.4, -4.0, 0.4, 12.6, 98.2, 20.8, -6.7, -7.0
CCCCCN(C(=O)CCC(=O)OCC(=O)Nc1ccc(C)cc1F)c1c(N)n(CCCC)c(=O)[nH]c1=O
  11.6, -5.8, 25.1, -18.6, -8.3, 1.5, -2.2, 111.8, -25.1, 1.7, -5.2
O=c1[nH]c(C2CCN(S(=O)(=O)c3ccc4c(c3)OCCO4)CC2)nc2c1nnn2Cc1ccccc1F
  -0.6, 14.0, -11.1, 0.9, 1.2, ·, -2.9, ·, 11.1, -0.4, -0.9
COc1cccc(C(=O)NC2CC(C)(C)NC(C)(C)C2)c1OC
  -7.2, 15.3, -4.0, 20.1, 6.0, -1.3, 0.1, 104.0, 4.0, 6.0, 14.0
Cc1ccc(NC(=O)CCc2nnc3ccc(NCc4ccco4)nn23)nc1
  -8.5, -7.8, -0.7, -5.7, 3.2, 0.1, -3.1, ·, 0.7, 4.0, 3.6
CCCc1n(CC(O)COCC2CC=CCC2)c2ccccc2[n+]1C (stereo not drawn)
  -2.6, -8.3, -11.9, -36.2, -10.3, 1.1, ·, 107.2, 11.9, 205.6, -1.2
COc1cc2[nH]c(O)c(C=O)c2cc1OC
  4.9, -2.8, -52.0, 4.5, 1.7, 0.7, 0.6, 99.1, 52.0, ·, 2.7
Fc1ccccc1N=C1Nc2cccc3cccc1c23
  3.8, 11.2, 34.3, 36.2, 2.1, 0.1, 0.2, 101.8, -34.3, -15.5, 4.9
CCc1[nH]nc(C(=O)N2CCCC(CCC(=O)N3CCN(c4ccccn4)CC3)C2)c1C (stereo not drawn)
  -1.3, -8.4, -34.7, 4.3, -6.9, 0.6, -0.9, 103.7, 34.7, -1.3, 3.4
COc1cc(CCc2ccccc2)c(C(=O)O)c(O)c1CC=C(C)C
  -4.0, 3.2, 9.0, -2.3, 6.8, -2.6, ·, 107.5, -9.0, ·, -8.2
